Assay outcomes from PubChem BioAssay.
proCasp7 act = counter-screen: procaspase-7 (human) activation; P55210; recombinant procaspase-7, Ac-DEVD-pNA absorbance 405 nm; D23A/D198A/D206A triple mutant, cannot self-cleave; scale: DMSO 0, 5 µM enzyme 100; activation, % at 8.5 µM; 0.093% of 330,000 active; AID 463210;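 active = percent activation above the screen-wide mean plus 3 SD, cut at about 25% in these data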
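Test system: Procaspase-7 triple mutant (PC-7 D3A). Also added: Ac-DEVD-pNA substrate, 400 µM as added. Schedule: 1 h enzyme–compound preincubation and 2 h substrate reaction, both 25 °C. Signal: p-Nitroaniline absorbance at 405 nm, read at 0 and 120 min. Control set: low DMSO alone, high DMSO plus 5 µM PC-7.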
RPL19A TOR yeast = alters RPL19A-GFP fluorescence in TOR pathway yeast screen; percent response vs DMSO, % at 10 µM; AID 2025; 0.3% of 330,000 active; S. cerevisiae RPL19A-GFP strain, flow cytometry, 3 h; stronger effect = lower value;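 active = percent response vs DMSO below 50%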;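 note: median channel GFP fluorescence of the barcoded RPL19A-GFP strain; ratio of sample median GFP to plate DMSO average so 100% = DMSO; lower means less RPL19A-GFP as with rapamycin TOR inhibition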
CR mimetic SO = caloric restriction mimetics inhibiting age-related superoxide in yeast | superoxide response (% of plate mean), % at 10 µM | S. cerevisiae aged cells, superoxide DHE fluorescence; stronger effect = lower value | 0.18% of 330,000 active;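 active = superoxide response under a set limit, about three screen SD below normal, cut at about 65% in these data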;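 note: yeast aged for seven days with compound at 30 °C before DHE staining; 100% = average MFI of all compound-treated wells on the plate with controls excluded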
AHR act = activators of human aryl hydrocarbon receptor; AHR-responsive luciferase reporter cells, luminescence; P35869; activation, % at 5 µM; 2.5% of 320,000 active; in the data active = activation above about 47%;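 note: 0% = vehicle wells and 100% = reference agonist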
Target sequence (P35869 whole entry, looked up): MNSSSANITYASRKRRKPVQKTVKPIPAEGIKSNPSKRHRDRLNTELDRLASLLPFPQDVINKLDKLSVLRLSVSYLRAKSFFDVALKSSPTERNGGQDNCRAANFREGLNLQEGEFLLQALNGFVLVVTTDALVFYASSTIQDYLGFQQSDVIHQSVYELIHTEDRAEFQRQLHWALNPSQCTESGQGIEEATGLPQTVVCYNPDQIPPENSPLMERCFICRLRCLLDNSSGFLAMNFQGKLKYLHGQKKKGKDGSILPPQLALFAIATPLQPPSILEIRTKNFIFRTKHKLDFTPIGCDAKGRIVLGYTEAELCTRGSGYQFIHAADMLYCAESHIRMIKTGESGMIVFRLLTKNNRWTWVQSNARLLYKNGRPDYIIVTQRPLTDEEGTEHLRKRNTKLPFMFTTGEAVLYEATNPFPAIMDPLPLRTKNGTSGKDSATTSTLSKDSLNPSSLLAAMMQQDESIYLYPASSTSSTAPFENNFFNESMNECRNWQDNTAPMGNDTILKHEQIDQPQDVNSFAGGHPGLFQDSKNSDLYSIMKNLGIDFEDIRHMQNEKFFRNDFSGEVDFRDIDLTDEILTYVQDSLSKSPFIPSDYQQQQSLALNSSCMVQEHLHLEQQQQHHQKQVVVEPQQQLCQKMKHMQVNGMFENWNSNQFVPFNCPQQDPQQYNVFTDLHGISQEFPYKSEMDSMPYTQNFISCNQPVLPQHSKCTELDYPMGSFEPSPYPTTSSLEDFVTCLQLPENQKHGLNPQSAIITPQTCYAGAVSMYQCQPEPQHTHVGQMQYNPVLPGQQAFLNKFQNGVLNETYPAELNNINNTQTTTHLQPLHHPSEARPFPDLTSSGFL
GASC-1 inh = human JMJD2C demethylase inhibition | GST-JMJD2C(1-420) H3K9me3 demethylation, DELFIA europium | inhibition, % at 2.35 µM | 0.069% of 330,000 active;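 active = more than half of a compound's replicate wells show inhibition beyond 50%, single wells judged on their own value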;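 note: signal counts dimethyl H3K9 product captured on neutravidin plate; 0% = median of DMSO wells and 100% = 0.3 times that DMSO median; strong numbers were not always called active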
procasp3 activ = procaspase-3 (human) activation | activation, % at 8.5 µM | 0.11% of 330,000 active | recombinant procaspase-3 D3A, Ac-DEVD-pNA absorbance 405 nm | P42574;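 active = activation above the mean of all tested compounds plus 3 SD, cut at about 21% in these data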;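 note: 0% = DMSO alone and 100% = DMSO wells spiked with extra 5 µM PC-3 D3A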
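Assay system: Autoprocessing-dead procaspase-3 D3A mutant enzyme; also added: Ac-DEVD-pNA; doses: one concentration, 8.5 µM nominal, 0.8% DMSO; times: 1 h compound preincubation, 2 h substrate hydrolysis at 25 °C; technique: 405 nm absorbance of p-nitroaniline, reads at 0 and 120 min; measure: % activation between DMSO and enzyme-spiked controls; repeats: single replicate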
MEP2-GFP yeast = modulators of TOR pathway MEP2-GFP in S. cerevisiae; S. cerevisiae MEP2-GFP strain, flow cytometry GFP, 3 h; 100% = DMSO control level; GFP response vs DMSO, % at 10 µM; 0.51% of 330,000 active; AID 2016;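 active = GFP response versus DMSO above a set limit, roughly screen mean plus 3 SD, cut at about 180% in these data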;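 note: median GFP fluorescence of the barcode-gated MEP2-GFP cells per well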
LAP4-GFP MLPCN = yeast TOR pathway LAP4-GFP modulation; S. cerevisiae LAP4-GFP multiplex, flow cytometry GFP, 3 h; median GFP as percent of DMSO wells; GFP response vs DMSO, % at 10 µM; 0.34% of 320,000 active;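 active = GFP response vs DMSO above a set limit, about the screen mean plus 3 SD, cut at about 150% in these data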
Numbers without * were called inactive; . = no result given.

Start of the listing, in advance (11 entries):
mol,proCasp7 act,RPL19A TOR yeast,CR mimetic SO,AHR act,GASC-1 inh,procasp3 activ,MEP2-GFP yeast,LAP4-GFP MLPCN
CC(CN1CCNCC1)(NS(=O)(=O)c1ccccc1)c1ccccc1 (stereo not given),3,100,101,-1,4,-9,99,94
O=C(COc1ccccc1)N/N=C/c1sc(=O)n(Cc2cccc(C(=O)O)c2)c1Cl,-17,95,135,2,-2,-3,99,104
O=C(NC1CC1)c1cccc(Nc2ccc(-c3ccc4c(c3)OCCO4)nn2)c1,-3,.,98,14,3,-5,96,99
S=C(NCc1cccnc1)Nc1ccc(Oc2ccccc2)cc1,-5,101,94,4,1,4,105,91
O=C(OCC(=O)N1CCN(Cc2ccccc2)CC1)c1ccc(Cl)cc1,7,109,124,0,-10,-15,105,98
Cc1sc2c(c1C)C(=O)NC(c1ccccc1F)N2 (stereo not given),-20,96,80,26,-2,-22,99,125
CCC(C(=O)NC1CC(C)(C)NC(C)(C)C1)c1ccccc1 (stereo not given),5,99,102,-1,18,15,107,88
Cc1cccc(C)c1NC(=O)CN1C(=O)NC(C)(C2CC2)C1=O (stereo not given),16,112,89,-2,3,5,104,104
O=C(CN1C(=O)NC2(CCOc3ccccc32)C1=O)NCc1ccc(F)cc1 (stereo not given),1,103,107,1,-3,-2,100,104
COc1ccc(/C=C(/NC(=O)c2ccc(C)cc2)C(=O)NCC2CCCO2)cc1 (stereo not given),-1,105,93,1,-2,-7,99,105
Cc1cc(NC(=O)c2ccc3c(c2)OCCO3)ccc1NC(=O)c1cc2ccccc2o1,-7,99,118,-8,-8,-3,113,107

The whole of this part, previewed entries included:
mol,proCasp7 act,RPL19A TOR yeast,CR mimetic SO,AHR act,GASC-1 inh,procasp3 activ,MEP2-GFP yeast,LAP4-GFP MLPCN
CC(CN1CCNCC1)(NS(=O)(=O)c1ccccc1)c1ccccc1 (stereo not given),3,100,101,-1,4,-9,99,94
O=C(COc1ccccc1)N/N=C/c1sc(=O)n(Cc2cccc(C(=O)O)c2)c1Cl,-17,95,135,2,-2,-3,99,104
O=C(NC1CC1)c1cccc(Nc2ccc(-c3ccc4c(c3)OCCO4)nn2)c1,-3,.,98,14,3,-5,96,99
S=C(NCc1cccnc1)Nc1ccc(Oc2ccccc2)cc1,-5,101,94,4,1,4,105,91
O=C(OCC(=O)N1CCN(Cc2ccccc2)CC1)c1ccc(Cl)cc1,7,109,124,0,-10,-15,105,98
Cc1sc2c(c1C)C(=O)NC(c1ccccc1F)N2 (stereo not given),-20,96,80,26,-2,-22,99,125
CCC(C(=O)NC1CC(C)(C)NC(C)(C)C1)c1ccccc1 (stereo not given),5,99,102,-1,18,15,107,88
Cc1cccc(C)c1NC(=O)CN1C(=O)NC(C)(C2CC2)C1=O (stereo not given),16,112,89,-2,3,5,104,104
O=C(CN1C(=O)NC2(CCOc3ccccc32)C1=O)NCc1ccc(F)cc1 (stereo not given),1,103,107,1,-3,-2,100,104
COc1ccc(/C=C(/NC(=O)c2ccc(C)cc2)C(=O)NCC2CCCO2)cc1 (stereo not given),-1,105,93,1,-2,-7,99,105
Cc1cc(NC(=O)c2ccc3c(c2)OCCO3)ccc1NC(=O)c1cc2ccccc2o1,-7,99,118,-8,-8,-3,113,107
CCN1C(=O)c2cccc3c(N)ccc1c23,-13,100,103,16,2,-5,105,98
O=C(Nc1c[nH]c(=O)[nH]c1=O)c1cccc(F)c1,3,97,84,0,-1,3,104,.
CCCCC1(CO)C(=O)N(c2ccccc2)N(c2ccccc2)C1=O,2,102,98,-2,-11,0,104,107
Cc1cccc(NC(=S)N(CCCN2CCOCC2)Cc2ccccn2)c1,1,89,84,1,-12,-1,81,86
O=C(CN1C(=O)CSc2ccc(S(=O)(=O)N3CCOCC3)cc21)N1CCCCC1,0,109,77,-1,2,6,112,112
Cc1n[nH]c(C)c1N1C(=O)c2cccc3cc(Br)cc(c23)C1=O,20,104,106,1,1,-7,112,105
CCc1cccc(C)c1NC(=O)CCCSc1nc2ccccc2s1,4,97,97,18,5,7,103,96
Cc1ccc(NC(=O)CCc2ccc(S(=O)(=O)N3CCOCC3)cc2)c(Cl)c1,-13,97,130,4,3,0,99,79
CCOc1ccc(NC(=O)C(C)Oc2ccc(C#N)cc2)cc1S(=O)(=O)N1CCCC1 (stereo not given),5,102,80,1,2,1,96,105
COc1ccc(CN2CC(C(=O)NCCC3=CCCCC3)CC2=O)cc1 (stereo not given),-3,98,99,-1,.,2,103,96
COc1ccc(OCc2cnc(Cl)s2)cc1,7,96,106,1,-11,-10,102,109
COC(=O)C1=C(C)NC(=O)CC1c1cc(Br)ccc1F (stereo not given),-3,98,119,4,3,-14,97,98
C=CCNc1nc(-c2cc3ccccc3o2)cs1,13,96,72,33,7,-7,96,106
O=C(NCc1ccco1)C1Cc2ccccc2CN1C(=O)c1ccco1 (stereo not given),4,95,102,0,37,-1,98,96
Cc1nn(CCC#N)c(NC(=O)c2ccccc2)c1P(=O)(Nc1ccc(Br)cc1)N1CCOCC1 (stereo not given),6,98,82,15,-26,6,98,93
C=C(C)[C@@H]1CC=C(CN2CCC(N3CCC(C(=O)N4CCCC4)CC3)CC2)CC1,11,95,82,1,4,9,96,96
O=C(O)CN1C(=O)/C(=C\c2cc(Br)ccc2OCc2ccc(Cl)cc2Cl)SC1=S,-19,109,120,64*,-15,-11,104,81
CCN1CCN(C(=O)/C=C/c2ccc3c(c2)OCO3)CC1,3,104,86,9,3,3,99,101
Nc1c(C(=O)NC2CCCC2)c2nc3ccccc3nc2n1/N=C/c1ccco1,-3,100,95,2,-1,3,105,99
Cc1noc(C)c1NC(=O)N(C)C[C@H]1Oc2ccc(NS(=O)(=O)c3cccs3)cc2C(=O)N([C@H](C)CO)C[C@@H]1C,0,.,122,0,22,4,.,.
O=C(CNS(=O)(=O)c1ccc(Br)s1)NC1CCCc2ccccc21 (stereo not given),-1,115,86,2,0,-4,116,103
COCCCn1c(SCC(=O)NCc2ccco2)nc2sc3c(c2c1=O)CCC3,6,93,109,5,36,-4,90,89
COc1cccc(Nc2ccccc2C(=O)O)c1,-7,92,114,-1,-13,-2,100,100
C=CCOc1ccc2c(CC)cc(=O)oc2c1C,4,93,105,-2,-4,-2,104,113
NC(=O)CCn1cnc2ccccc21,4,99,94,-1,-2,5,100,114
CCOc1cc(C(=O)NC2CC(C)(C)NC(C)(C)C2)cc(OCC)c1OCC,-4,100,97,-1,-11,-2,100,95
Cc1ccc(OC(=O)c2sc(Cl)nc2C)cc1C,8,104,100,2,.,4,102,93
COc1ccc(NC(=O)CSc2ncnc3c2nnn3-c2ccc(F)cc2)c(OC)c1,9,88,84,-1,-3,7,88,96
COc1ccc(/C=N/N2C(C)CCCC2C)cc1OC (stereo not given),-1,103,99,1,4,1,106,104
Cn1c(=O)cc(SCC(=O)N2CCN(C3CCCCC3)CC2)c2ccccc21,1,92,87,32,-5,7,85,91
CC1CN(S(=O)(=O)c2cccc(C(=O)NCCC3=CCCCC3)c2)CC(C)O1 (stereo not given),4,103,101,-1,3,13,104,112
O=C(NCc1ccco1)c1ccc(N2CCCC2=O)cc1,1,100,94,-1,-2,-2,90,94
COC(=O)c1ccc(COc2ccc(/C=N/O)cc2OC)o1,4,106,95,0,3,3,107,100
COc1cc(-c2nnc3sc(Cc4ccc(Cl)cc4)nn23)cc(OC)c1OC,-16,100,99,5,12,-8,101,101
CC(C)CC(=O)NC(=S)Nc1ccc(N2CCOCC2)cc1,-9,114,79,8,5,-4,129,121
COc1cc(OC)cc(C(=O)Oc2c(CN3CCOCC3)cc(Cl)c3cccnc23)c1,-21,90,93,14,-15,-11,101,81
O=C(/C=C/c1cc(Br)ccc1F)OCC(=O)N1CCOCC1,0,99,114,-1,2,11,91,85
Clc1ccccc1Cn1nnc2c(NCC3CC3)ncnc21,9,88,100,1,0,1,91,93
C/C(=C\C(=O)c1ccc(Br)cc1)NCc1ccc2c(c1)OCO2,9,107,105,-2,-2,1,102,113

Later entries.
mol,proCasp7 act,RPL19A TOR yeast,CR mimetic SO,AHR act,GASC-1 inh,procasp3 activ,MEP2-GFP yeast,LAP4-GFP MLPCN
CC(C)(C)NC(=O)CC1C(=O)NCCN1Cc1c(F)cccc1Cl (stereo not given),3,117,108,0,2,8,113,96
CCc1c(C)nc(N)nc1OCC(F)(F)C(F)F,2,99,90,-1,1,-6,103,107
Cc1nc2ncnn2c(N2CCN(c3cccc(C(F)(F)F)c3)CC2)c1C,1,.,91,-1,-3,1,99,103
CC(C)c1cn(C2OC(COC(=O)c3ccccc3)C(OC(=O)c3ccccc3)C2OC(=O)c2ccccc2)c(=O)[nH]c1=O (stereo not given),0,103,106,1,12,4,98,96

Outcome played no part in choosing rows, and some 3.8% of all compounds hit somewhere here.
